From PubChem
Tau filament bind = qHTS Assay for Tau Filament Binding. recombinant tau filaments, thioflavin S fluorescence, 15 h; filaments grown with octadecylsulfate alongside compound. Potency, µM (doses to about 57.1 µM), inactives show at the top dose activity change, negative = inhibition. 71,000 tested, 2% active. AID 596, 2007;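 also: potency is read from the fitted curve at half-maximal effect; % is scaled to controls: 0 for no effect and ±100 for the full control effect; actives lower thioflavin S fluorescence by blocking filaments or displacing dye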
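Tau 2 uM in ThS buffer dispensed; compound added; 60 uM ODS added (finals 1 uM tau, 30 uM ODS); 15 h 37 C; fluor ex450/em510.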
BRCT inh red = qHTS Assay for Inhibitors of BRCT-Phosphoprotein Interaction (Red Fluorophore) | Potency, µM (series often up to 76.9 µM), for the others: at the highest dose activity change, negative = inhibition, usual class: inhibitors | Breast cancer type 1 susceptibility protein (Homo sapiens), P38398 | BRCT-phosphopeptide binding, red fluorescence polarization | 75,000 tested, 0.03% active; also: % is scaled to controls: 0 for no effect and ±100 for the full control effect
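Rhodamine-labelled pBACH1 10-mer (100 nM) bound to BRCT domain (100 nM) at pH 7.3; compounds incubated 12 min room temperature, polarization read. Free peptide defines full inhibition; unlabelled decapeptide titrated as control.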
Caspase-1 inhib = qHTS Assay for Allosteric/Competitive Inhibitors of Caspase-1 | Potency, µM (series often up to 57.5 µM), without a hit: top-dose activity change, negative = inhibition, actives largely listed as inhibitors | Caspase-1 enzyme, Ac-WEHD-AFC fluorogenic rate | P29466 | 75,000 tested, 0.03% active | AID 900, 2007;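 also: potency is read from the fitted curve at half-maximal effect; plate controls were vehicle for no effect and no substrate for full effect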
Target sequence (P29466 120-297 limits assumed): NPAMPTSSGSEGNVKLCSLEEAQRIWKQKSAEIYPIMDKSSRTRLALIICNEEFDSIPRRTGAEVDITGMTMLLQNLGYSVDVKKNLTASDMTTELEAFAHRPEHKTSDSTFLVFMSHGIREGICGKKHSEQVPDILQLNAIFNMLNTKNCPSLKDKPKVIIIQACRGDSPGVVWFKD
Target sequence (P29466 317-404 limits assumed): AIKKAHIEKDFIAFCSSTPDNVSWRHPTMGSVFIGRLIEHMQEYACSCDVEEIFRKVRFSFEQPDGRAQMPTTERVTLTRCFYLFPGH
Pol III holo inh = qHTS Assay for Inhibitors of DNA Polymerase III Holoenzyme System | 71,000 tested, 0.25% active | Potency, µM (top dose mostly 57.1 µM), for inactives: top-dose activity change, negative = inhibition | reconstituted DNA polymerase III holoenzyme replication, biochemical | AID 603, 2007; also: potency is read from the fitted curve at half-maximal effect; % is scaled to controls: 0 for no effect and ±100 for the full control effect
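Reconstituted *E. coli* holoenzyme (0.35 nM Pol III, 1 nM beta, 154 nM SSB, 2 nM primase) was preincubated with compound for 15 min at RT. Synthesis on 1.4 nM ssM13Gori ran 35 min, then was stopped with PicoGreen/EDTA and read as dsDNA fluorescence.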
15-hLO inh = qHTS Assay for Inhibitors of 15-hLO (15-human lipoxygenase) | Polyunsaturated fatty acid lipoxygenase ALOX15 (Homo sapiens), P16050 | purified 15hLO-1, xylenol orange hydroperoxide absorbance | Potency, µM (highest dose often 57.1 µM), inactives show at the highest dose activity change, negative = inhibition, usual class: inhibitors | 74,000 tested, 1.4% active; also: potency is read from the fitted curve at half-maximal effect; % is scaled to controls: 0 for no effect and ±100 for the full control effect; nearly all actives have a fitted effect of over 55% in size
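Inhibition is scored from a chromogenic endpoint. After 15 min enzyme-compound contact, arachidonic acid (50 uM final) reacts 6 min with 40 nM 15hLO-1 at room temperature, then Fe-XO reagent is added for 30 min and absorbance ratio recorded.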
Rhodamine autofl = qHTS Assay for Spectroscopic Profiling in Rhodamine Spectral Region; max dye-equivalent concentration, M; Rhodamine-region fluorescence, 547/598 nm, Tris buffer; active compounds read high; 59,000 tested, 0.05% active; in the data active = max dye-equivalent concentration above about 11 nM; inconclusive = between about 1.1 nM and that limit
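Intensities are converted to rhodamine-equivalent concentration using a six-point rhodamine standard on each plate. Compounds sit 15 min at room temperature in 100 mM Tris buffer, pH 8.0; read uses the 547/598 nm excitation/emission pair.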
Caspase-7 inhib = qHTS Assay for Allosteric/Competitive Inhibitors of Caspase-7; P55210; recombinant caspase-7, Ac-DEVD-AFC fluorescence rate; Potency, µM (series often up to 57.5 µM), without a hit: at the highest dose activity change, negative = inhibition, most hits filed as inhibitors; 75,000 tested, 0.02% active; AID 889, 2007; active = well fitted inhibition curve with a large enough effect in the main read-out, with a control signal flat, not every such curve was filed as active; inconclusive = small, poorly fitted or top-dose-only effect, or a change in a side signal; also: potency is read from the fitted curve at half-maximal effect; % of control where 0% means no effect
Target sequence (P55210 24-198 limits assumed): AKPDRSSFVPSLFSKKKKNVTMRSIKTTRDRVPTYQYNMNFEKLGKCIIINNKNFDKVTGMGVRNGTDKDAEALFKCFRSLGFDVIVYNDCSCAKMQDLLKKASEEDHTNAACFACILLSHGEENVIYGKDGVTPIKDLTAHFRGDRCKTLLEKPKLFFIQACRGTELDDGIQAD
Target sequence (P55210 207-303 limits assumed): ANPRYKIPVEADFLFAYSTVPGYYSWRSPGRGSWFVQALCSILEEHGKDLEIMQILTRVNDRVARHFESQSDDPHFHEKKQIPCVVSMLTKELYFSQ
HEK293 cAMP ctrl = qHTS Assay for Agonists of the Thyroid Stimulating Hormone Receptor: Activators of Intracellular cAMP Concentrations in Parental HEK 293 | parental HEK293 CNG cAMP sensor, membrane potential fluorescence | Potency, µM (highest dose often 57.1 µM), for the others: top-dose activation, usual class: activators | 73,000 tested, 2.5% active | AID 938, 2007; also: potency is read from the fitted curve at half-maximal effect; % of control where 0% means no effect; nearly all actives have a fitted effect of over 55% in size
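Parental HEK 293 cells stably expressing a cAMP-gated CNG channel were loaded with membrane potential dye containing 100 uM RO 20-1724 for 60 min. Compound added for 30 min; depolarization read as fluorescence intensity at 590 nm.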
BRCT inh green = qHTS Assay for Inhibitors of BRCT-Phosphoprotein Interaction (Green Fluorophore); Breast cancer type 1 susceptibility protein (Homo sapiens), P38398; BRCA1 BRCT-phosphopeptide binding, green fluorescence polarization; Potency, µM (doses to about 76.9 µM), inactives show at the top dose activity change, negative = inhibition, usual class: inhibitors; 75,000 tested, 0.05% active; AID 875, 2007;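 also: potency is read from the fitted curve at half-maximal effect; plate controls were peptide without protein for full effect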
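Fluorescence polarization: His-tagged BRCT (~35 kDa BRCA1 C-terminus, 250 nM) bound to 100 nM fluorescein-labeled phosphorylated 10-aa BACH1 peptide, pH 7.3 phosphate buffer with DTT and Tween 20. Compounds incubated 12 min at room temperature; inhibition read as lowered polarization.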
HADH2 inhib = qHTS Assay for Inhibitors of HADH2 (Hydroxyacyl-Coenzyme A Dehydrogenase, Type II); 3-hydroxyacyl-CoA dehydrogenase type-2 (Homo sapiens), Q99714; recombinant HADH2, NADH fluorescence, beta-hydroxybutyryl-CoA; Potency, µM (top dose mostly 57.1 µM), inactives show at the top dose activity change, negative = inhibition, most hits filed as inhibitors; 73,000 tested, 3.4% active; AID 886, 2007; also: potency is read from the fitted curve at half-maximal effect; % is scaled to controls: 0 for no effect and ±100 for the full control effect; nearly all actives have a fitted effect of over 60% in size; many of its hits are not listed in these tables
Target sequence (Q99714 whole entry, looked up, one chain of several): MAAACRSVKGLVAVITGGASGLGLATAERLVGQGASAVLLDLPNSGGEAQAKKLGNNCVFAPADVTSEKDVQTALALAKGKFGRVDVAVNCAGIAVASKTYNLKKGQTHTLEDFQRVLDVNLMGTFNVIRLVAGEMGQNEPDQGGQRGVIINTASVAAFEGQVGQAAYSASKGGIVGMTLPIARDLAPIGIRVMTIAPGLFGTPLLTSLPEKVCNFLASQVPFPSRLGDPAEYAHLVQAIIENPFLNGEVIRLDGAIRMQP
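Read-out: 360 nm excitation, 450 nm emission, kinetic over 4 min. Conditions: His-tagged human HADH2 20 nM, pH 9.0 Tris with Tween-20, 1 mM NAD+, 90 uM beta-hydroxybutyryl-CoA.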
USP2a inh = qHTS Assay for Inhibitors of Ubiquitin-specific Protease USP2a | 60,000 tested, 0.1% active | USP2a enzymatic assay, qHTS inhibition | AID 927, 2007 | Potency, µM (series often up to 38.3 µM), without a hit: at the top dose activity change, negative = inhibition, most hits filed as inhibitors;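 also: potency is read from the fitted curve at half-maximal effect; nearly all actives have a fitted effect of over 60% in size; plate controls were DMSO for no effect and NEM full inhibition control for full effect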
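20 nM USP2 core + cpd, 30 min RT; add 20 nM Ub-PLA2/20 uM NBD C6-HPC; read Ex460/Em535 at 0 h and 2.5 h. Normalized to NEM; qHTS curve fit/classification.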
* hit, by the source's call; i = inactive; u = inconclusive; x = not tested or not shown; [ ] = another dose, or the depositor's remark. Unless noted, calls follow the shape of the dose curve; as a rule, active = well fitted curve in the direction sought with a large enough effect; inconclusive = small, poorly fitted or top-dose-only effect, or another doubt; inactive = no such curve, though single readings can be large; an effect the other way counts as inactive or inconclusive. Some of the compounds tested; rates above refer to the full screens.

SMILES | Tau filament bind | BRCT inh red | Caspase-1 inhib | Pol III holo inh | 15-hLO inh | Rhodamine autofl | Caspase-7 inhib | HEK293 cAMP ctrl | BRCT inh green | HADH2 inhib | USP2a inh
O=C(O)CCn1c(C(=O)O)cc2sccc21 | 10.4% | -0.2% | -7.2% | -2.9% | -9.0% | i | -10.2% | 15.1% | -0.1% | -25.2% | -2.3%
Cc1ccc(-c2ccc(=O)n(CC(=O)NCCN3CCCCC3C)n2)cc1 (stereo not drawn) | -6.5% | -0.6% | 1.3% | -4.3% | -3.9% | i | -0.2% | 14.5% | -0.7% | 4.7% | 4.8%
Brc1ccc(-c2nnc3ccc(N4CCN(c5ccccc5)CC4)nn23)cc1 | 233.2% | 0.4% | -2.2% | -0.2% | -5.8% | x | -1.6% | 7.5% | -1.3% | 10.3% | 5.6%
CC(=O)NC(CCS(C)(=O)=O)C(=O)Nc1cccc(C)c1 (stereo not drawn) | 1.7% | 2.1% | -2.6% | -8.0% | 6.4% | x | 0.7% | 3.16µM* | 0.1% | 0.6% | x
COc1ccc(NC(=O)c2cc(C3CC3)on2)c(OC)c1 | -20.9% | 1.2% | 0.9% | -7.2% | 5.2% | x | 0.1% | 15.8% | -4.2% | u | x
Cc1[nH]n(-c2ccccc2)c(=O)c1/C=N/O | -7.4% | -0.2% | -1.5% | -4.6% | -10.9% | x | 0.6% | 8.8% | -1.3% | -24.2% | -4.4%
CC(=O)N1CCC[C@@]2(CCN(C(c3ccccc3)c3ccccc3)C2)C1 | 9.9% | 0.2% | 2.1% | -0.9% | 2.4% | i | 0.9% | u | -0.7% | -6.1% | 7.6%
CCOCCCn1cnc2c([nH]c3cc(OC)ccc32)c1=O | x | 0.5% | -5.2% | x | 1.9% | x | -2.6% | 2.5% | 1.3% | -5.0% | x
CO/N=C(\C(=O)NC1C(=O)N2C(C(=O)OCOC(=O)C(C)(C)C)=C(/C=C\c3scnc3C)CSC12)c1csc(N)n1 (stereo not drawn) | x | -0.2% | 2.3% | x | -20.4% | x | -2.6% | x | -0.5%[3.08 µM] | x | 47.3%[activator]
CC(c1ccccc1)n1cc(C(=O)NCCN2CCOCC2)nn1 (stereo not drawn) | -3.8% | 0.0% | -2.3% | -6.7% | 14.7% | i | -0.3% | 10.7% | -4.3% | 7.7% | -0.1%
COc1ccccc1N1CSC2=C(C#N)C(c3ccc(SC)cc3)CC(=O)N2C1 (stereo not drawn) | 25.1µM* | 0.1% | 0.4% | -3.5% | 3.16µM* | x | -16.0% | 2.2% | -0.8% | 1.26µM* | x
Cc1nn(C)c(C)c1S(=O)(=O)N1CCC(C(=O)NC2CCCCCC2)CC1 | 0.9% | -0.3% | -1.5% | 1.5% | 5.4% | x | -0.9% | -1.4% | -0.6% | -3.0% | x
Cc1ccc(S(=O)(=O)Cn2nnnc2C(C(C)C)N2CCc3ccccc3C2)cc1 (stereo not drawn) | -23.8% | -2.4% | u | -5.1% | -25.0% | i | -9.0% | u | 0.9% | 10.9% | 35.5%[activator]
CCOC(=O)C1=C(CC)Nc2ccccc2N=C1NC(=O)Cn1cnc2ccccc2c1=O | -9.7% | -0.9% | -0.4% | 3.6% | 5.8% | i | -0.1% | -10.5% | -0.9% | 4.6% | -1.9%
Cc1ccc(C)n1-n1c(C)nc2sc3c(c2c1=O)CCCCC3 | 10.1% | 0.9% | -2.4% | 2.0% | -5.0% | i | -2.8% | u | 1.6% | 9.7% | -6.4%
CC(=O)OCCn1c(=O)c2cc3c(=O)n(CCOC(C)=O)c(=O)c3cc2c1=O | 1.7% | -0.8% | 0.1% | -7.0% | 5.8% | x | -1.5% | 16.5% | -2.5% | -0.7% | x
Cc1nn(Cc2ccccc2)c(N)c1-c1ccccc1 | 5.8% | -1.4% | -2.9% | 0.0% | 2.7% | x | -1.2% | 6.3% | -2.4% | 13.2% | 7.5%
COc1ccc(CNC(=O)Cn2nc(C(F)(F)F)c3c2CCC3)cc1 | -8.6% | -0.2% | -3.4% | -1.2% | -1.1% | i | 1.2% | 5.6% | -0.9% | 14.4% | -4.9%
c1coc(-c2nc3nc4ccccc4n3nc2-c2ccco2)c1 | 3.16µM* | -1.2% | -3.8% | -7.1% | -9.5% | i | -5.5% | -37.8%[inhibitor] | 0.5% | -23.9% | 13.7%
CCOc1ccc(-c2nnc(N(CC)C(=O)C3CCC3)s2)cc1 | 53.2% | -0.6% | -3.0% | 10.1% | -12.1% | i | -2.7% | 14.2% | 0.2% | u | x
CCN=C1SC(CC(=O)Nc2sc(C)c(C)c2C(=O)OC)C(=O)N1CC (stereo not drawn) | 11.0% | 2.2% | 1.5% | 4.3% | -4.0% | i | 2.9% | 3.6% | 0.3% | -5.0% | -3.8%
CC[C@H](C)[C@H](N)C1=N[C@H](C(=O)N[C@@H](CC(C)C)C(=O)N[C@@H](CCC(=O)O)C(=O)N[C@@H](C(=O)N[C@H]2CCCCNC(=O)[C@@H](CC(N)=O)NC(=O)[C@@H](CC(=O)O)NC(=O)[C@@H](Cc3cnc[nH]3)NC(=O)[C@@H](Cc3ccccc3)NC(=O)[C@@H]([C@@H](C)CC)NC(=O)[C@@H](CCCN)NC2=O)[C@@H](C)CC)CS1 | -8.4%[25.6 µM] | -1.0%[34.4 µM] | 5.3%[25.7 µM] | -3.9%[25.6 µM] | 9.6%[25.6 µM] | i | 0.5%[25.7 µM] | 3.8%[25.6 µM] | -0.5%[34.4 µM] | -0.6%[25.6 µM] | 108.7%[activator][17.1 µM]
CS(=O)(=O)N(CC(=O)N1CCC(C(N)=O)CC1)C1CCCCC1 | -5.3% | 1.4% | 0.8% | 2.7% | 0.5% | i | -0.7% | 11.9% | -1.9% | 0.3% | -4.8%
CC(=O)c1cccc(N=C2C(=O)Nc3ccccc32)c1 | -8.6% | 0.2% | -5.5% | -5.9% | -8.2% | i | -2.8% | 5.0% | -3.7% | 0.1% | -7.6%
CCOC(=O)OCC | 8.1% | 0.7% | -2.9% | -5.9% | 0.2% | x | 0.7% | 2.5% | -3.4% | -13.8% | x
CC(C(=O)Nc1ccc(C(=O)O)cc1)N1C(=O)c2ccccc2C1=O (stereo not drawn) | -1.1% | 0.2% | 0.5% | -2.8% | 0.9% | i | -0.3% | 0.3% | 0.0% | -8.4% | -1.2%
CCOC(=O)C1CCN(CCC(=O)Nc2cccc(Cl)c2)CC1 | -13.4% | -0.9% | -2.2% | -6.8% | -3.0% | x | 0.4% | 1.7% | -2.4% | u | 13.3%
CCN1C(=O)/C(=C\N2CCCCCC2)SC1=S | -10.8% | -3.0% | -8.3% | -2.1% | u | i | -7.5% | u | -4.7% | -3.5% | -4.6%
COc1ccc(C)cc1S(=O)(=O)N1CCCCC1 | -3.5% | -2.0% | 1.0% | -2.5% | 2.5% | i | -1.2% | u | 0.4% | 11.0% | 2.9%
Cc1ccsc1C(=O)OCc1csc(-c2ccccc2)n1 | 1.4% | -1.4% | -1.8% | 5.1% | -9.4% | i | 6.0% | u | -1.8% | u | -15.8%
COc1ccc(OC)c(CNC(=O)C2CCN(C(=O)N(C)C)CC2)c1 | -10.0% | 0.9% | -1.1% | -0.5% | 0.4% | i | 0.6% | 4.8% | -2.1% | 7.9% | -8.1%
O=C1CC(N2CCC(C(=O)N3CCCCC3)CC2)C(=O)N1 (stereo not drawn) | 4.9% | -1.0% | -0.4% | -4.9% | 5.1% | i | 2.4% | 1.7% | -0.7% | -16.1% | -6.9%
C=CCn1c(SCc2nc(N)nc(N3CCCCC3)n2)nnc1-c1ccco1 | 24.1% | -0.3% | 1.4% | 2.5% | 2.7% | i | 0.8% | 17.9% | -1.2% | 6.1% | 8.8%
CCOc1ncccc1C(=O)OCC(=O)Nc1ncc(C(F)(F)F)cc1Cl | 16.3% | -0.6% | 0.0% | -2.7% | 6.8% | i | 0.5% | 10.7% | -0.5% | -2.2% | 2.7%
Cc1ccc(OCC(=O)Nc2ccc(O)c(C(=O)O)c2)cc1C | -6.7% | -2.0% | -1.8% | -2.8% | -8.5% | i | 0.5% | 10.4% | -0.7% | 25.1µM* | -1.0%
